Compound activity: PubChem, several laboratories
cardiac RTF act = cardiac RTF calcium sensitization. activation, % at 7.2 µM. 0.24% of 340,000 active. P19429+P45379. AID 493008. IANBD-labeled TnC RTF fluorescence at EC20 calcium; 0% EC20 calcium, 100% full calcium;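 active = activation above the mean over all tested compounds plus 3 SD, cut at about 30% in these data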;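 note: rise in fluorescence read as greater calcium sensitivity of cardiac thin filaments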
V-ATPase pH = regulators of yeast V-ATPase proton transport; S. cerevisiae, pHLuorin cytosolic pH fluorescence; response, % at 10 µM; 0.37% of 350,000 active; AID 504577; in the data active = response mostly above about 7.3%, no sharp cut-off; inactive = mostly below about 5.4%; note: actives read high; inactives centre near 0; some compounds called inactive have numbers as strong as hits; reference of the scale not given here
MITF TRPM1 HTS = activators of MITF-driven TRPM1 promoter activity in SK-MEL-5 cells. 0.75% of 300,000 active. activation, % at 12.5 µM. SK-MEL-5 TRPM1-promoter luciferase, 24 h; % of positive control, neutral wells = 0;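 active = mean activation of at least 80% with every replicate also reaching 80%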;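 note: 0% = neutral control wells and 100% = parthenolide positive control wells; values of inactives mirror those of a sister screen read the other way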
CAL PDZ FP-1 = human CAL PDZ-peptide interaction inhibition; 0.02% of 330,000 active; inhibition, % at 20 µM; Q9HD26; purified CAL PDZ, TMR-peptide fluorescence polarization, 1 h; AID 504414;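 active = highest replicate inhibition of at least 40%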;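 note: plate controls were DMSO neutral control wells for no effect and unlabeled competitor peptide control wells for full effect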
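Assay system – tagged CAL PDZ protein CerCALP, purified · Timing – 1 h at RT · Compound – single point, 20 µM · Measured by – fluorescence polarization from S- and P-plane intensities, G-factor corrected · Evaluation – inhibition from polarization loss · Probe or stimulus – TMR reporter peptide T*-PRC34 · Buffer or medium – pH 7.4 phosphate-saline buffer, reducing agent, detergent, IgG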
Rtt109 HAT inh = blocks Candida albicans Rtt109/Vps75 acetyltransferase activity. Q5AAJ8. 0.16% of 330,000 active. purified Rtt109/Vps75, ThioGlo CoA-SH fluorescence, 4 h. inhibition, % at 34.9 µM;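 active = inhibition of at least 50% in every replicate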
Target sequence (Q5AAJ8 whole entry, looked up): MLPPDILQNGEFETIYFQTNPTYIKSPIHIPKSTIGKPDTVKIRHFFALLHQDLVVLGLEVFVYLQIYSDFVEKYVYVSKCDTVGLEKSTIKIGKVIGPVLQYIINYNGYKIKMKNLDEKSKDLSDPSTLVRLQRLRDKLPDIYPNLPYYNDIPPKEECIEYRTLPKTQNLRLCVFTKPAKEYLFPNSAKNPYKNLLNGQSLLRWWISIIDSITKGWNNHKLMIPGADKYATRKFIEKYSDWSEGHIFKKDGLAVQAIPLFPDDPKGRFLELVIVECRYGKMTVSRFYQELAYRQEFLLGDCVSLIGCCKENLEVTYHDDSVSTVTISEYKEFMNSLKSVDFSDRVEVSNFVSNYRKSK
CAL PDZ FP-2 = blocks peptide binding to the human CAL PDZ domain; inhibition, % at 24.9 µM; Q9HD26; AID 602252; 0.92% of 300,000 active; purified CAL PDZ, TMR-peptide fluorescence polarization, 1 h;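 active = mean inhibition of at least 30% with at least half of replicates also reaching 30%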;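 note: 0% = DMSO neutral control and 100% = excess unlabeled competitor peptide PRC23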
Wnt bcat act = Wnt/beta-catenin pathway activation. Wnt/beta-catenin reporter cell assay, activator, plate reader. activation, % at 9.35 µM. 1.2% of 300,000 active. AID 743398; in the data active = activation above about 30%, passing the limit was not always enough;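 note: 0% = neutral control wells and 100% = positive control wells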
dFosB act = enhances mouse delta FosB homodimer DNA binding; 0.99% of 340,000 active; activation, % at 25 µM; purified delta FosB, TAMRA-CDK5 oligo fluorescence polarization; percent of positive-control signal above neutral wells;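 active = mean activation above about 17%, with every replicate also reaching it, limit read from the data, passing the limit was not always enough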;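 note: fluorescence polarization rise as delta FosB binds a TAMRA Cdk5 AP-1 oligo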
CDK5 p35 inh = CDK5/p35 (human) kinase inhibition. inhibition, % at 10 µM. Q00535+Q15078. 0.01% of 330,000 active. Recombinant CDK5/p35, ADP-Glo luminescence, 60 min;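 active = highest replicate inhibition of at least 50% and at least 75% of replicates reaching 50%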;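 note: plate controls were DMSO neutral control for no effect and GW8510 at 10 µM for full effect; many of its hits are not listed in these tables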
Target sequence (Q00535 whole entry, looked up): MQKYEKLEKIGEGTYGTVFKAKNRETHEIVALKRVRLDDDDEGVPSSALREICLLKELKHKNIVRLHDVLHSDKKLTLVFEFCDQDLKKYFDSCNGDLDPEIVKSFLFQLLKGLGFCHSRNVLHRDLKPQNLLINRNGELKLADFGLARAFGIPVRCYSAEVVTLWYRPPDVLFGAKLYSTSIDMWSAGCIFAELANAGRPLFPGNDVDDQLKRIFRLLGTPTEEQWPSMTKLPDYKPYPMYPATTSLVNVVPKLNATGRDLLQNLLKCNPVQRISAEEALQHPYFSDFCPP
Target sequence (Q15078 whole entry, looked up): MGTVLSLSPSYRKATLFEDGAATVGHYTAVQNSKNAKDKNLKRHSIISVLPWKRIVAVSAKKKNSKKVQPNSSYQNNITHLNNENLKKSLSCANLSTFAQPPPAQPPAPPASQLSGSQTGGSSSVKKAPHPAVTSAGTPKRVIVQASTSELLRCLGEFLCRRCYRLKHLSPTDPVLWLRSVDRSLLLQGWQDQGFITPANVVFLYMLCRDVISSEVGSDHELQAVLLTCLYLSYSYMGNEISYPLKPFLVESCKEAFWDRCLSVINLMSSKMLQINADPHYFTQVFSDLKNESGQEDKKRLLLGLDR
Tat transport = inhibitors of E. coli Tat protein transport; inhibition, % at 10 µM; E. coli MC4100 TorA-mCherry Tat export, fluorescence; 0.036% of 340,000 active;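 active = mean replicate inhibition at least 50% and at least half of replicates individually reaching 50%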;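 note: exported cargo escapes ClpAP degradation while cytoplasmic cargo is degraded and loses fluorescence; 0% = median of neutral control wells and 100% = median of NaSCN control wells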
An asterisk follows results filed as active. Random draw from the library (roughly 4.1% active in at least one column).

Cc1cc(N2CCN(c3ccccn3)CC2)n2cc(-c3ccccc3)nc2n1 was read as cardiac RTF act -2, V-ATPase pH -3, CAL PDZ FP-1 -4.0, Rtt109 HAT inh 9, CAL PDZ FP-2 -7, Wnt bcat act -6, dFosB act -5, CDK5 p35 inh -1.8 and Tat transport 6.
O=C(/C=C/c1ccc(OC(F)F)cc1)Nc1cccc(S(=O)(=O)NC2=NCCCCC2)c1 was read as cardiac RTF act -5, V-ATPase pH -1, MITF TRPM1 HTS 11, CAL PDZ FP-1 -6.6, Rtt109 HAT inh 39, CAL PDZ FP-2 -6, Wnt bcat act 8, dFosB act -18, CDK5 p35 inh 0.8 and Tat transport 1.
Cc1noc(C)c1S(=O)(=O)N1CCC(C(=O)NCCC2=CCCCC2)CC1 was read as cardiac RTF act 9, V-ATPase pH -1, MITF TRPM1 HTS -2, CAL PDZ FP-1 -1.7, Rtt109 HAT inh 4, CAL PDZ FP-2 1, Wnt bcat act -8, dFosB act 1, CDK5 p35 inh 1.4 and Tat transport 2.
`CC(OC(=O)Cn1cnc2c1c(=O)n(C)c(=O)n2C)C(=O)Nc1ccc(Cl)cc1` (stereo unspecified) gave cardiac RTF act -1, V-ATPase pH 8, MITF TRPM1 HTS -4, CAL PDZ FP-1 -1.7, Rtt109 HAT inh 7, CAL PDZ FP-2 -1, Wnt bcat act -1, dFosB act -5, CDK5 p35 inh 1.1 and Tat transport -3.
For Cc1c(Cl)cccc1NC(=O)CCNC(=O)N1CC(=O)Nc2ccccc21 the results were cardiac RTF act -3, V-ATPase pH 2, MITF TRPM1 HTS -1, CAL PDZ FP-1 -0.3, Rtt109 HAT inh -2, CAL PDZ FP-2 2, Wnt bcat act 2, dFosB act 23*, CDK5 p35 inh -1.3 and Tat transport 1.
For COc1ccc(CNC(=O)C(=O)NCCC2CCCCN2S(=O)(=O)c2cccs2)cc1 (stereo unspecified) the results were cardiac RTF act -4, V-ATPase pH -1, MITF TRPM1 HTS -8, CAL PDZ FP-1 -1.9, Rtt109 HAT inh 9, CAL PDZ FP-2 0, Wnt bcat act -2, dFosB act -6, CDK5 p35 inh -1.5 and Tat transport 0.
Cc1ccc(CNC(=O)[C@H](C)NC(=O)C2CCN(C(=O)[C@@H]3CCCN3C(=O)OC(C)(C)C)CC2)cc1 was read as cardiac RTF act 15, V-ATPase pH -2, MITF TRPM1 HTS 0, CAL PDZ FP-1 -0.5, Rtt109 HAT inh 2, CAL PDZ FP-2 1, Wnt bcat act -2, dFosB act -3, CDK5 p35 inh -1.6 and Tat transport -5.
`N[C@@H](Cc1ccccc1)C(=O)N1CCC(C(=O)N[C@@H](CCC(=O)O)C(=O)O)CC1` gave cardiac RTF act -6, V-ATPase pH 5, MITF TRPM1 HTS -10, CAL PDZ FP-1 -0.6, Rtt109 HAT inh -3, CAL PDZ FP-2 4, Wnt bcat act 0, dFosB act -8, CDK5 p35 inh -2.0 and Tat transport 1.
For Cc1ccc(S(=O)(=O)c2c(COC(=O)c3ccccc3Cl)c(-c3ccccc3)nn2C)cc1 the results were cardiac RTF act 1, V-ATPase pH 1, MITF TRPM1 HTS -11, CAL PDZ FP-1 -2.1, Rtt109 HAT inh 2, CAL PDZ FP-2 -2, Wnt bcat act 2, dFosB act 3, CDK5 p35 inh 0.0 and Tat transport -16.
Screening Cc1ccccc1NC(=O)C1C2CCC(O2)C1C(=O)O (stereo unspecified) returned cardiac RTF act 0, V-ATPase pH 3, MITF TRPM1 HTS 19, CAL PDZ FP-1 -1.4, Rtt109 HAT inh -5, CAL PDZ FP-2 -1, dFosB act -16, CDK5 p35 inh 0.5 and Tat transport -3.
Nc1nnc(SCC(=O)NCc2ccc3c(c2)OCO3)s1 was read as cardiac RTF act -3, V-ATPase pH -4, MITF TRPM1 HTS -6, CAL PDZ FP-1 0.1, Rtt109 HAT inh -1, CAL PDZ FP-2 -3, dFosB act -4, CDK5 p35 inh -0.9 and Tat transport -9.
`O=C(OCC(=O)N1CCc2ccccc21)c1cccc(S(=O)(=O)N2CCCc3ccccc32)c1` gave cardiac RTF act 11, V-ATPase pH 2, MITF TRPM1 HTS 0, CAL PDZ FP-1 -2.6, Rtt109 HAT inh 17, CAL PDZ FP-2 -3, dFosB act -8, CDK5 p35 inh 0.6 and Tat transport -17.
Screening CN(N)c1ccc2c(C(F)(F)F)cc(C(F)(F)F)nc2n1 returned cardiac RTF act -1, V-ATPase pH -12, MITF TRPM1 HTS 2, Rtt109 HAT inh 7, CAL PDZ FP-2 7, Wnt bcat act 1, dFosB act -4, CDK5 p35 inh -4.1 and Tat transport -4.
For Nc1ccccc1-c1nnc(SCc2ccccc2F)[nH]c1=O the results were cardiac RTF act 1, V-ATPase pH 0, MITF TRPM1 HTS 9, CAL PDZ FP-1 0.4, Rtt109 HAT inh 4, CAL PDZ FP-2 -4, dFosB act 0, CDK5 p35 inh 2.3 and Tat transport -8.
`CSc1ccc(CN(C)C(=O)c2cc(S(=O)(=O)NCc3ccccc3)ccc2C)cc1` gave cardiac RTF act -4, V-ATPase pH 2, MITF TRPM1 HTS -15, CAL PDZ FP-1 -0.3, Rtt109 HAT inh 9, CAL PDZ FP-2 -3, Wnt bcat act -3, dFosB act 2, CDK5 p35 inh -1.1 and Tat transport 13.
Screening CCC(C)n1c(=O)c(C(=O)Nc2ccccc2S(N)(=O)=O)c(O)c2ccccc21 (stereo unspecified) returned cardiac RTF act 8, V-ATPase pH 10, MITF TRPM1 HTS -7, CAL PDZ FP-1 0.8, Rtt109 HAT inh 0, CAL PDZ FP-2 -2, dFosB act 74*, CDK5 p35 inh 0.8 and Tat transport 2.
Screening CCCCNC(=S)N(C)/N=C/c1ccccc1F returned cardiac RTF act 6, V-ATPase pH -2, MITF TRPM1 HTS -2, CAL PDZ FP-1 -1.2, Rtt109 HAT inh -5, CAL PDZ FP-2 2, dFosB act 2, CDK5 p35 inh -1.8 and Tat transport 3.
CC(C)NC(=O)Nc1cccc2c1O[C@H](CN(C)S(C)(=O)=O)[C@@H](C)CN([C@H](C)CO)C2=O was read as cardiac RTF act -3, V-ATPase pH 2, MITF TRPM1 HTS -3, CAL PDZ FP-1 -0.7, Rtt109 HAT inh 3, CAL PDZ FP-2 -1, Wnt bcat act -1, dFosB act -2, CDK5 p35 inh 1.6 and Tat transport -7.
Screening O=C(COC(=O)c1ccc(F)cc1F)NC(=O)Nc1ccc2c(c1)OCCO2 returned cardiac RTF act -3, V-ATPase pH -3, MITF TRPM1 HTS 22, CAL PDZ FP-1 -0.5, Rtt109 HAT inh -5, CAL PDZ FP-2 0, Wnt bcat act -18, dFosB act -14, CDK5 p35 inh 0.7 and Tat transport -6.
Cc1noc(C)c1COc1ccccc1C(=O)Nc1cccc(S(=O)(=O)N(C)C)c1 was read as cardiac RTF act -3, V-ATPase pH 0, MITF TRPM1 HTS -2, CAL PDZ FP-1 -0.7, Rtt109 HAT inh -2, CAL PDZ FP-2 0, Wnt bcat act -4, dFosB act -12, CDK5 p35 inh -0.5 and Tat transport 5.
Screening CCC(C(=O)Nc1cccc(S(=O)(=O)N(C)c2ccccc2)c1)c1ccccc1 (stereo unspecified) returned cardiac RTF act 3, V-ATPase pH -2, MITF TRPM1 HTS -15, CAL PDZ FP-1 -6.5, Rtt109 HAT inh -23, CAL PDZ FP-2 -9, Wnt bcat act -3, dFosB act -2, CDK5 p35 inh -2.1 and Tat transport -2.
Screening O=C(Nc1ccc2c(c1)OCO2)c1cc2nc(C3CC3)cc(C(F)(F)F)n2n1 returned cardiac RTF act -3, V-ATPase pH 1, MITF TRPM1 HTS 31, CAL PDZ FP-1 -0.5, Rtt109 HAT inh -8, Wnt bcat act 1, dFosB act -6, CDK5 p35 inh 0.9 and Tat transport 5.
For CC(=O)Nc1cccc(C(=O)Nc2ccccc2N2CCOCC2)c1 the results were cardiac RTF act 5, V-ATPase pH 1, CAL PDZ FP-1 -0.1, Rtt109 HAT inh -13, CAL PDZ FP-2 -4, dFosB act -8, CDK5 p35 inh 4.0 and Tat transport -4.
`CCOc1ccc(S(=O)(=O)NCc2cccnc2)c2ccccc12` gave cardiac RTF act -7, V-ATPase pH -6, MITF TRPM1 HTS -10, CAL PDZ FP-1 -0.6, Rtt109 HAT inh 5, CAL PDZ FP-2 -8, Wnt bcat act -2, dFosB act -6, CDK5 p35 inh 0.2 and Tat transport -2.
`O=C(Nc1ccccc1)c1ccc2c(c1)OCO2` gave cardiac RTF act 0, V-ATPase pH 3, MITF TRPM1 HTS 58, CAL PDZ FP-1 -0.1, Rtt109 HAT inh 2, CAL PDZ FP-2 -1, dFosB act 6, CDK5 p35 inh 4.3 and Tat transport -1.
For Cc1occc(=O)c1OCc1ccc(F)cc1 the results were cardiac RTF act -3, V-ATPase pH 0, MITF TRPM1 HTS 12, CAL PDZ FP-1 -1.8, Rtt109 HAT inh 0, Wnt bcat act -3, dFosB act -5, CDK5 p35 inh -0.5 and Tat transport 0.
`COc1cccc(/C=C2\C=C(c3ccc(C)cc3)OC2=O)c1OC(C)=O` gave cardiac RTF act -4, V-ATPase pH -4, MITF TRPM1 HTS 4, CAL PDZ FP-1 -1.8, Rtt109 HAT inh 3, CAL PDZ FP-2 -2, Wnt bcat act 9, dFosB act -9, CDK5 p35 inh -0.5 and Tat transport -11.
`COc1ccc(CN(C(=O)c2snc(C(N)=O)c2N)C(CC(C)C)C(=O)NC2CCCCC2)cc1` (stereo unspecified) gave cardiac RTF act -3, V-ATPase pH -8, CAL PDZ FP-1 -1.8, Rtt109 HAT inh 27, CAL PDZ FP-2 -1, Wnt bcat act 0, dFosB act -10, CDK5 p35 inh 0.7 and Tat transport 8.
Screening COc1ccc(OC)c(N(/C(N)=N/c2nc(C)cc(C)n2)S(=O)(=O)c2ccc(NC(C)=O)cc2)c1 returned cardiac RTF act 0, V-ATPase pH 2, MITF TRPM1 HTS -12, CAL PDZ FP-1 -1.6, Rtt109 HAT inh 7, CAL PDZ FP-2 -1, Wnt bcat act -1, dFosB act 6, CDK5 p35 inh 1.7 and Tat transport 2.
For CC(=O)Nc1ccc(S(=O)(=O)N2CCC3(CC2)OCCO3)cc1 the results were cardiac RTF act -2, V-ATPase pH 3, MITF TRPM1 HTS -12, CAL PDZ FP-1 -0.6, Rtt109 HAT inh 2, Wnt bcat act -2, dFosB act -11, CDK5 p35 inh -8.1 and Tat transport -3.
For O=C(Nc1ccccc1C(=O)Nc1nncs1)c1ccccc1 the results were cardiac RTF act 3, V-ATPase pH -5, CAL PDZ FP-1 -0.7, Rtt109 HAT inh -6, Wnt bcat act 2, dFosB act -6, CDK5 p35 inh 7.7 and Tat transport -5.
For O=C(c1ccc2c(c1)OCO2)N(c1ccc(F)cc1)C1C=CS(=O)(=O)C1 (stereo unspecified) the results were cardiac RTF act 8, V-ATPase pH 2, MITF TRPM1 HTS -3, CAL PDZ FP-1 -1.5, CAL PDZ FP-2 -1, dFosB act 0, CDK5 p35 inh -2.1 and Tat transport -3.
O=S(=O)(c1ccccc1)c1nc(-c2cccs2)oc1NCC1CCCO1 (stereo unspecified) was read as cardiac RTF act -5, V-ATPase pH -1, MITF TRPM1 HTS 0, CAL PDZ FP-1 1.6, Rtt109 HAT inh 5, dFosB act -2, CDK5 p35 inh 0.2 and Tat transport -10.
